ABHD5 PLIN5 PPI: inhibitors of human ABHD5-perilipin-5 interaction; Q00G26+Q8WTS1; Split G. princeps luciferase complementation, luminescence, 4 h; inhibition, % at 4 µM; hit rate 0.78% among 360,000; AID 602281;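 active = inhibition above the mean inhibition across every tested compound plus 3 SD, cut at about 22% in these data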;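 note: 0% = DMSO only wells and the 100% control is not disclosed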
NCOA3 inh: inhibitors of human steroid receptor coactivator 3 (SRC3) | HEK293 GAL4-SRC3 luciferase reporter, luminescence | inhibition, % at 3.6 µM | hit rate 0.17% among 360,000;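 active = inhibition above a per-campaign cutoff, the mean of all compounds plus 3 SD, cut at about 60% in these data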;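 note: 0% = DMSO-treated cells and 100% = gossypol-treated cells at 36 µM; higher means less SRC3-driven luciferase light from the GAL4 reporter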
NCOA2 inhibitor: human SRC2 (NCOA2) inhibition; HEK293 GAL4-SRC2 luciferase reporter, luminescence; AID 651957; Q15596; hit rate 0.17% among 370,000; inhibition, % at 9 µM;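 active = inhibition above the mean inhibition of all tested compounds plus 3 SD, set per campaign, cut at about 52% in these data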;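 note: 0% = DMSO treated cells and 100% = cells given Gossypol at 36 µM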
Target sequence (Q15596 whole entry, looked up, the tested form may be a part): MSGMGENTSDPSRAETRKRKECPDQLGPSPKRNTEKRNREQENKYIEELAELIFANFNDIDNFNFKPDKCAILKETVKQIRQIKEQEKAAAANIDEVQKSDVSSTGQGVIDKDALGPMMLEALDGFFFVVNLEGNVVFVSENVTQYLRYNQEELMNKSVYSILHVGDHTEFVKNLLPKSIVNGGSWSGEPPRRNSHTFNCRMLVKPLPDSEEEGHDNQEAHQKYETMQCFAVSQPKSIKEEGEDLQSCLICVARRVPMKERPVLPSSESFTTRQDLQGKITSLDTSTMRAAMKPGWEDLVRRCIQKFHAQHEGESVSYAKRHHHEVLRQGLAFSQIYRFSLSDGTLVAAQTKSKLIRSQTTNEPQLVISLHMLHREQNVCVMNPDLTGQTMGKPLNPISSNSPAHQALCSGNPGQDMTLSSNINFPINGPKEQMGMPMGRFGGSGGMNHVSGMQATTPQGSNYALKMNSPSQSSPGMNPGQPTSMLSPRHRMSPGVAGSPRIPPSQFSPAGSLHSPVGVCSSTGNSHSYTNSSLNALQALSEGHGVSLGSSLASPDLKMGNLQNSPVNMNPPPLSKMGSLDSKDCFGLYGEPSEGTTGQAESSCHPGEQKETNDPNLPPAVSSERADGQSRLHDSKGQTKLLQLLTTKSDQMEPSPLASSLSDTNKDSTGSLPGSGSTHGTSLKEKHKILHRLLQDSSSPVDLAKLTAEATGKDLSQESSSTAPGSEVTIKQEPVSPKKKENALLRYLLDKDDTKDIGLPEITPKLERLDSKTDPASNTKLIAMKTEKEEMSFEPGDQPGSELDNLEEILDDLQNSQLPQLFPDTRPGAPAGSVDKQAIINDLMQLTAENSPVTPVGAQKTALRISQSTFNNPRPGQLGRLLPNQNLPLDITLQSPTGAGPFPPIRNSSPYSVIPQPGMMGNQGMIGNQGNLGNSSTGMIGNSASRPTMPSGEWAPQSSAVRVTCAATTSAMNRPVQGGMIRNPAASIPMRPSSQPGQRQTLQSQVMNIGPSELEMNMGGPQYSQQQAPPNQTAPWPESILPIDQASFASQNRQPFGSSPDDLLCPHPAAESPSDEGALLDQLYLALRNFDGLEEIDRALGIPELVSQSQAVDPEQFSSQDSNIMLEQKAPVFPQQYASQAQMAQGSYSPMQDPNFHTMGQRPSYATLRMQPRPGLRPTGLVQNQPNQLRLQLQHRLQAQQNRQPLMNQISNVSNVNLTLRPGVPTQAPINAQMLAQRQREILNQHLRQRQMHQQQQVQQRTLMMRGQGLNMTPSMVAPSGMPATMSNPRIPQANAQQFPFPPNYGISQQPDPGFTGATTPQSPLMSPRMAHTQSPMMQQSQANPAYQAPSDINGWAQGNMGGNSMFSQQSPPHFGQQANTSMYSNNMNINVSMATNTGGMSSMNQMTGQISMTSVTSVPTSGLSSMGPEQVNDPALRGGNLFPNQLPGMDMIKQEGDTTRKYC
LMP1 NFkB inh: reduces LMP1-driven NF-kappaB luciferase signal; AID 504558; inhibition, % at 12.5 µM; LMP1-induced NF-kappaB luciferase reporter cells, luminescence; hit rate 0.69% among 350,000; in the data active = inhibition above about 41%;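 note: 0% = neutral control wells and 100% = reference inhibitor control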
TLR9-MyD88 inh: TLR9-MyD88 interaction inhibition. CHO BLA complementation TLR9-MyD88, CCF4 FRET ratio. inhibition, % at 4.98 µM. hit rate 0.21% among 340,000;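 active = inhibition above the mean over all tested compounds plus 3 SD, cut at about 21% in these data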;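 note: 0% = DMSO only wells and 100% = clavulanate BLA inhibitor control wells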
NOD2-RIPK2 inh: blocks binding of human NOD2 to RIPK2; AID 624267; CHO BLA complementation NOD2-RIPK2, CCF4 ratio; inhibition, % at 4.98 µM; hit rate 0.38% among 360,000; in the data active = inhibition above about 21%;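 note: 0% = vehicle only and 100% = reference blocker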
MC4R barr agon: human MC4R agonism via beta-arrestin. activation, % at 8.9 µM. AID 540308. U2OS MC4R beta-arrestin complementation, luminescence; percent of melanotan II response, DMSO zero. hit rate 0.98% among 360,000. P32245;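 active = activation above a per-plate cutoff, the mean activation of sample wells on that plate plus 3 SD, cut at about 8% in these data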
LRH-1 inv ag: suppresses constitutive activity of human LRH-1; hit rate 0.13% among 360,000; inhibition, % at 3.6 µM; HEK293T StAR-luciferase reporter, LRH-1 transfected, 24 h;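 active = inhibition above the mean inhibition of all tested compounds plus 3 SD, cut at about 73% in these data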;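 note: 0% = DMSO wells and 100% = reporter-only cells lacking LRH-1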
NR2F2 inh: inhibitors of human COUP-TFII (NR2F2); hit rate 0.7% among 370,000; inhibition, % at 8.6 µM; AID 686940; HEK293T NGFI-A luciferase reporter, luminescence; P24468;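 active = inhibition above a per-plate cutoff, mean inhibition of test wells between control levels plus 3 SD, cut at about 38% in these data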;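 note: cells cotransfected with COUP-TFII expression vector driving the NGFI-A reporter; 0% = median of COUP-TF2 test wells and 100% = reporter-only cells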
MC4R antagonist: antagonists of human melanocortin 4 receptor (MC4R); P32245; MC4R-expressing cells, MTII-stimulated cAMP, LANCE TR-FRET; inhibition, % at 6.5 µM; AID 540295; hit rate 0.48% among 360,000;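 active = inhibition above its plate's cutoff, the mean of tested wells on that plate plus 3 SD, cut at about 29% in these data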;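 note: 0% = Melanotan II alone and 100% = Melanotan II plus saturating MCL0020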
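Material – human MC4R-expressing U2OS cells · Repeats – no replicates · Detection – TR-FRET with Eu-cAMP and labeled anti-cAMP, 671 nm · Times – compound 30 min, challenge 1 h, detection 1 h · Compound – single nominal compound dose of 6.5 µM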
NCOA1 inh: inhibitors of human steroid receptor coactivator 1 (SRC1); hit rate 0.12% among 360,000; HEK293 GAL4-SRC1 luciferase reporter, luminescence; Q15788; inhibition, % at 3.6 µM; AID 588354;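 active = inhibition above the campaign mean plus 3 SD, with each screening campaign given its own cutoff, cut at about 60% in these data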;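 note: 0% = DMSO treated cells and 100% = gossypol at 36 µM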
Active calls of the source: *; x = no result given. An excerpt. The share of hits here may be higher or lower than overall.

SMILES	ABHD5 PLIN5 PPI	NCOA3 inh	NCOA2 inhibitor	LMP1 NFkB inh	TLR9-MyD88 inh	NOD2-RIPK2 inh	MC4R barr agon	LRH-1 inv ag	NR2F2 inh	MC4R antagonist	NCOA1 inh
COc1ccc(CCNC(=O)C(=O)NCC2CCCN2S(=O)(=O)c2cccs2)cc1 (stereo not given)	-0.5	-2.2	19.9	-1.9	-2.1	-2.4	-1.1	21.4	7.6	-2.8	2.4
COc1cc(C)c(S(=O)(=O)Nc2ccccc2F)cc1C	-4.4	3.1	0.2	2.6	-4.3	10.0	2.0	-9.4	5.4	7.3	-12.7
CCOc1cc(/C=C/C(=O)OCC(=O)NCC2CCCO2)cc(Cl)c1OC (stereo not given)	1.9	-3.9	0.5	-5.1	3.3	-0.9	-1.1	12.6	2.1	-5.4	5.0
CC(=O)c1ccc(C(=O)NC2CCCN(Cc3ccc(Cl)cc3)C2)s1 (stereo not given)	-7.6	-5.9	6.1	-0.5	-1.8	-1.2	-2.3	5.3	-9.4	8.0	-14.2
O=C1c2ccccc2C(c2nnnn2Cc2ccccc2)N1CCCn1ccnc1 (stereo not given)	-2.3	x	4.8	x	x	-9.8	x	-9.5	2.4	x	x
CC1=C(C(N)=O)C(c2cccnc2)n2nc(-c3cccc(C)c3)nc2N1 (stereo not given)	2.8	8.5	12.1	-1.2	-9.5	-4.2	0.7	9.3	-12.0	8.2	13.6
O=C(CN1CCCCCC1)N1c2ccccc2C=Cc2ccccc21	-0.9	0.6	15.1	7.2	-6.6	2.8	-1.2	2.0	8.1	-2.7	-13.9
CCOC(=O)[C@@H]1[C@H]2COc3ccc(Br)cc3[C@@H]2N2C(=O)N(c3ccc(OC)cc3)C(=O)[C@@]12C	4.7	6.2	-2.8	6.6	-3.4	-12.9	-1.5	9.2	-7.2	6.9	-4.8
CCn1c(SCC(=O)Nc2ccc(N(C)C)cc2)nnc1C1CC1	-2.9	3.6	-15.4	-1.3	-3.6	-0.6	0.6	-6.9	18.6	11.9	-6.5
OCCNc1nc(N2CCN(c3ccccc3)CC2)nc2ccccc12	4.8	-4.7	21.5	-0.5	-8.9	-6.7	0.4	-6.9	5.9	8.5	-10.3
O=C(CSc1n[nH]c(-c2ccccc2)n1)c1ccccc1	-18.8	-70.8	6.9	-7.5	3.3	-3.3	1.1	-32.2	-13.3	0.8	-32.0
CC(C)C(C(=O)NCc1ccco1)N(CC1CCCO1)C(=O)CNS(=O)(=O)c1ccccc1 (stereo not given)	3.8	10.7	2.2	-4.5	-3.7	-1.1	-2.5	-1.8	2.2	21.4	-15.3
Cc1ccc(C)c(OCCC(=O)OCC(=O)Nc2ccc(N3CCOCC3)cc2)c1	18.9	2.7	-21.3	-1.4	-0.6	4.9	3.3	30.7	-0.9	14.7	2.2
O=C(CN(c1cc(C(F)(F)F)ccc1Cl)S(=O)(=O)c1ccccc1)NCc1cccnc1	3.3	-1.0	-24.2	-1.0	3.3	-4.3	-4.1	0.4	2.0	1.0	-1.4
Cc1nnc2sc(SCC(=O)Nc3cccc(Cl)c3)nn2c1=O	4.7	5.3	26.9	-7.8	2.5	-6.6	-1.3	0.4	9.5	1.8	-7.1
CCCOc1ccc(-c2c(C(=O)N/N=C(\C)c3ccncc3)nnn2-c2nonc2N)cc1	1.3	19.0	-13.8	-7.1	-2.9	-8.4	-2.1	11.7	-18.7	-2.7	-0.5
Cc1nnc(SCC(=O)N2CCN(c3ccccc3)CC2)n(N)c1=O	-6.1	8.6	7.5	0.9	-9.4	-22.4	-3.2	13.6	-8.2	10.3	1.2
CC1(C(=O)Nc2cccc(Oc3ccccc3)c2)Cc2c(-c3ccc4c(c3)OCO4)ccnc2O1 (stereo not given)	2.3	4.6	-11.1	x	x	5.5	0.1	-12.0	-5.9	-9.4	24.1
Cc1ccccc1NC(=O)CCN1C(=O)CSC1=O	-5.0	-8.0	6.0	-2.5	6.5	0.1	-3.1	4.1	10.1	6.9	-16.2
COc1ccc(C2C3=C(CC(C)(C)CC3=O)N(CCN3CCOCC3)C3=C2C(=O)CC(C)(C)C3)cc1	1.6	8.4	19.1	2.3	-4.8	10.1	-1.1	10.5	17.0	-5.8	13.7
O=c1ccn(Cc2ccccc2)cc1	-12.6	-11.5	-3.5	3.8	5.0	2.1	-0.9	-21.3	-10.9	10.7	-21.4
OCc1c[nH]c(=S)n1CCOc1cccc(C(F)(F)F)c1	-10.2	0.1	15.6	-2.2	-9.2	-9.6	-0.9	15.5	7.0	-0.1	-4.2
O=C(CSc1nnc(CNC(=O)c2cccc(C(F)(F)F)c2)o1)NCC1CCCO1 (stereo not given)	-6.6	15.5	-12.6	2.7	1.6	-11.2	-1.9	14.6	1.2	7.6	-3.3
Cc1ccc(S(=O)(=O)Nc2ncnc3sc(C)c(C)c23)cc1	-4.9	-8.9	-21.8	2.8	-1.4	-3.5	-2.6	5.7	1.8	8.9	4.4
COc1ccccc1NC(=O)c1sc2ncn(Cc3ccccc3C)c(=O)c2c1C	3.1	23.4	-6.5	12.3	7.0	-2.2	0.7	33.5	-10.8	14.3	-21.7

Next section.
SMILES	ABHD5 PLIN5 PPI	NCOA3 inh	NCOA2 inhibitor	LMP1 NFkB inh	TLR9-MyD88 inh	NOD2-RIPK2 inh	MC4R barr agon	LRH-1 inv ag	NR2F2 inh	MC4R antagonist	NCOA1 inh
FC(F)(F)c1nc(NCC2CCCO2)c2nnn(Cc3ccccc3Cl)c2n1 (stereo not given)	3.9	10.8	17.3	-7.0	-1.9	1.6	2.2	6.5	17.4	3.9	-7.4
Fc1cccc(Nc2ncnc3sccc23)c1	-0.9	-4.6	21.1	11.2	-0.1	-3.7	-0.6	6.3	1.1	4.8	5.6
CC(c1nnc(SCC(=O)N2CC(=O)Nc3ccccc32)n1Cc1ccccc1)N(C)C (stereo not given)	1.8	-1.8	-10.7	-6.4	-6.4	-5.0	1.7	2.1	14.4	4.4	-11.4
O=C(N/N=C\c1ccc(F)cc1)c1ccc(Cn2cc(Br)c([N+](=O)[O-])n2)o1	5.1	2.2	-16.7	4.5	-8.5	-4.5	-0.3	4.0	-2.2	5.5	1.4
COc1ccc(N(CC(O)Cn2c3ccccc3c3ccccc32)S(=O)(=O)c2ccccc2)cc1 (stereo not given)	-8.0	-3.4	-2.3	-6.9	-1.3	3.0	2.9	8.8	3.8	-1.1	-0.8
CCN(CC)CCOC(=O)c1ccc(N=CC2=C(O)CC(C)(C)CC2=O)cc1	4.6	7.7	1.7	2.1	2.9	-9.2	1.1	-2.8	-4.3	11.2	0.5
CC1(C)c2[nH]c3ccccc3c2C[C@@H]2C(=O)N(Cc3ccccc3Cl)C(=O)N21	-0.8	8.7	-9.9	-3.8	-8.9	-15.6	1.0	2.4	2.5	9.7	-3.3
O=c1c2ccccc2nc(-c2ccccc2)n1CCCN1CCOCC1	0.9	-3.6	5.1	-7.6	-10.0	-5.1	1.0	7.7	-15.8	0.3	-16.2
COc1cc(C(O)c2nc3ccccc3s2)cc(OC)c1OC (stereo not given)	0.6	23.8	0.6	26.6	-11.7	-1.9	-0.5	39.9	31.1	-7.1	3.3
CCN(CC)S(=O)(=O)c1ccc(N2CCN(C)CC2)c(NC(=O)Nc2ccccc2F)c1	10.2	8.2	17.4	7.0	-1.5	4.2	-0.7	12.8	3.4	0.1	-0.5
CN1N=C(C(=O)NC2CCCc3c2cnn3-c2ccc(F)cc2F)CCC1=O (stereo not given)	-2.9	22.5	7.3	7.8	-11.0	1.9	-3.0	-0.5	16.9	8.2	19.6
Cc1cc(NC(=O)C(C)SCC(=O)N(C)CC(=O)Nc2ccc(F)cc2)no1 (stereo not given)	23.1*	-6.4	10.3	-6.7	0.0	-3.9	1.8	8.7	3.1	4.1	2.0
CCOC(=O)c1ccc(NC(=O)Cn2cc3c(n2)CCC(C)C3)cc1 (stereo not given)	-6.4	6.2	-14.1	7.5	11.9	-7.8	13.3*	1.7	10.8	3.0	-20.2
CCOC(=O)N1CCN(C(=S)Nc2ccc3nc(N4CCN(CC)CC4)cc(C)c3c2)CC1	-6.1	9.0	-22.5	-10.2	-4.6	8.8	-2.2	1.0	-3.0	2.0	-48.2
Nc1ccc(CC(N)c2csc(Nc3cc(Oc4ccccc4)ncn3)n2)cc1 (stereo not given)	-2.0	-11.1	-5.6	x	x	1.9	-1.3	-8.1	9.8	-2.5	-17.3
COc1ccc2[nH]cc(CCCN3C(=O)c4ccccc4C3=O)c2c1	-3.3	7.8	-2.3	-9.8	1.8	-3.0	-3.6	17.2	2.0	-0.1	-3.9
COc1ccc(CNS(=O)(=O)c2ccc(F)c(C(=O)Nc3ccc(OC)cc3)c2)cc1	-12.1	2.7	14.3	3.6	-5.5	2.1	-2.9	-0.9	1.3	0.1	5.0
O=C(NCC(F)(F)F)Nc1cccnc1	-3.9	16.2	-3.4	-8.2	2.0	-0.8	-1.7	9.8	3.6	6.5	-2.7
COCCNC(=O)Nc1ccc(F)cc1	3.9	3.9	5.1	0.2	4.3	-8.5	-1.7	-2.8	-11.8	-2.2	11.8
CCC(C)(C)NC(=O)Cc1ccccc1OC	2.9	4.4	3.4	-5.2	-3.4	6.2	-1.3	-16.8	14.7	5.0	-13.0
O=C(CSc1nc(-c2ccco2)cc(C(F)(F)F)n1)Nc1ccc(C(=O)N2CCOCC2)cc1	-5.7	1.1	-16.4	-6.2	0.8	-2.7	0.0	-0.9	-5.4	1.1	11.5
C(=C1c2ccccc2-c2ccccc21)c1ccccn1	-1.4	-0.9	13.7	-3.2	-16.5	-2.6	0.7	14.5	5.6	-1.3	3.4
O=C(c1cccnc1)N1CCc2ccccc2C1	-3.1	-0.4	22.4	-3.5	-2.5	-4.0	-1.1	-10.5	-16.8	-1.1	-10.2
CC(C)CCOc1ccc(CO[C@@H]2[C@H]3OC(C)(C)O[C@H]3O[C@@H]2C(O)CO)cc1 (stereo not given in full)	4.4	15.7	-5.9	11.4	-1.1	8.8	0.8	11.7	-6.1	6.7	6.2
CCN(CC)C(=O)/C=C/c1ccc(OC)c(S(=O)(=O)N2CCCCC2)c1	-3.7	9.5	12.3	-1.8	3.2	13.6	-2.5	2.5	20.0	13.1	-3.3

Compounds above that contain bromine (2):
SMILES	ABHD5 PLIN5 PPI	NCOA3 inh	NCOA2 inhibitor	LMP1 NFkB inh	TLR9-MyD88 inh	NOD2-RIPK2 inh	MC4R barr agon	LRH-1 inv ag	NR2F2 inh	MC4R antagonist	NCOA1 inh
CCOC(=O)[C@@H]1[C@H]2COc3ccc(Br)cc3[C@@H]2N2C(=O)N(c3ccc(OC)cc3)C(=O)[C@@]12C	4.7	6.2	-2.8	6.6	-3.4	-12.9	-1.5	9.2	-7.2	6.9	-4.8
O=C(N/N=C\c1ccc(F)cc1)c1ccc(Cn2cc(Br)c([N+](=O)[O-])n2)o1	5.1	2.2	-16.7	4.5	-8.5	-4.5	-0.3	4.0	-2.2	5.5	1.4

Screening results deposited in PubChem by several laboratories.
